TbPYK inhibitor = qHTS of Trypanosoma Brucei Inhibitors. pyruvate kinase (Trypanosoma brucei), Q57TT1. TbPYK enzyme, Kinase-Glo Plus ATP luminescence, 45 min. Potency, µM (doses to about 76.8 µM), for inactives: at the highest dose activity, negative = inhibition, actives largely listed as inhibitors. 410,000 compounds, 0.12% hits. AID 624173, 2012; further: potency means the concentration at half of the fitted maximal effect; nearly all actives have a fitted effect of over 50% in size
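Activity of T. brucei pyruvate kinase was followed by Kinase-Glo Plus luminescence after the enzyme reacted 45 min at room temperature with 130 uM ADP (final) and substrate. Test compounds were added before ADP at multiple concentrations.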
AMA1 RON2 block = qHTS for Inhibitors of AMA1-RON; Towards Development of Antimalarial Drug Lead: Primary Screen. Plasmodium falciparum AMA1 (3D7) - RON2 peptide interaction. AlphaScreen AMA1-biotinylated RON2 peptide binding. Potency, µM (highest dose often 58.2 µM), for inactives: at the highest dose activity change, negative = inhibition, usual class: inhibitors. 360,000 compounds, 0.2% hits;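 further: potency means the concentration at half of the fitted maximal effect; 0% = vehicle wells and -100% = peptide control; nearly all actives have a fitted effect of over 45% in size; some results filed as inactive show a strong effect at the top dose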
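AMA1 (3D7) with his tag at 25 nM final met compounds first, then biotinylated RON2 peptide at 25 nM; detection used donor plus acceptor beads, 10 µg/mL apiece, read by AlphaScreen after 30 min at room temperature.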
LmPK inhibitor = qHTS Assay for Inhibitors of Leishmania Mexicana Pyruvate Kinase (LmPK) | AID 1721, 2009 | Potency, µM (top dose mostly 57.5 µM), for the others: top-dose activity change, negative = inhibition, most hits filed as inhibitors | purified LmPK, Kinase-Glo ATP luminescence, 1 h | 290,000 compounds, 0.37% hits; further: potency means the concentration at half of the fitted maximal effect
Target sequence (Q27686 whole entry, looked up): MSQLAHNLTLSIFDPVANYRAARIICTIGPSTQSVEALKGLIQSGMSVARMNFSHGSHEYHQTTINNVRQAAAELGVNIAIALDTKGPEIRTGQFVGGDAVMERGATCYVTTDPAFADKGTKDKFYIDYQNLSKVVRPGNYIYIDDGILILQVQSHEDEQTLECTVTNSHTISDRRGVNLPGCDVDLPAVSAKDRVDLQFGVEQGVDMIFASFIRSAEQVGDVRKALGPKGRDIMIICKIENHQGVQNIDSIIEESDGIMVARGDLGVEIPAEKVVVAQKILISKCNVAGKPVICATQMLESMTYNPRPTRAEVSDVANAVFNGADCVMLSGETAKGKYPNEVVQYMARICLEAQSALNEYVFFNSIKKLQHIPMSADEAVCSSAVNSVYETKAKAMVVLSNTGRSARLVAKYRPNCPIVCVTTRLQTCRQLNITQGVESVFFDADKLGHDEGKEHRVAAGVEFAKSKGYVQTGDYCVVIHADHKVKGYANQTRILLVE
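Screened at intermediate enzyme activity to detect both inhibitors and activators: LmPK at 0.1 nM, with a 0.5 nM enzyme column as activation reference. PEP 0.5 mM, ADP 0.1 mM; ATP detected by luminescence after 1 h.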
Sm TGR inh = qHTS Assay for the Inhibitors of Schistosoma Mansoni Peroxiredoxins; AID 485364, 2010; Schistosoma mansoni thioredoxin glutathione reductase (TGR), Q962Y6; 360,000 compounds, 3% hits; purified TGR, DTNB reduction, TNB absorbance 405 nm; Potency, µM (highest dose often 114 µM), inactives show at the highest dose activity change, negative = inhibition, most hits filed as inhibitors; further: potency means the concentration at half of the fitted maximal effect; nearly all actives have a fitted effect of over 60% in size
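Kinetic colorimetric format: TGR-catalysed, NADPH-driven DTNB reduction monitored via TNB absorbance. Enzyme dispensed at 20 nM; compound exposure 15 min at room temperature before reaction start.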
AmpC no deterg = qHTS Inhibitors of AmpC Beta-Lactamase (assay without detergent) | P00811 | AmpC nitrocefin hydrolysis, absorbance 480 nm, 0.0001% Triton | Potency, µM (top dose mostly 57.1 µM), for inactives: at the highest dose activity change, negative = inhibition, hits mostly inhibitors | 330,000 compounds, 0.52% hits | AID 485341, 2010;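 further: potency means the concentration at half of the fitted maximal effect; plate controls were no compound for no effect and no enzyme for full effect; nearly all actives have a fitted effect of over 20% in size; some results filed as inactive show a strong effect at the top dose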
Target sequence (P00811 whole entry, looked up): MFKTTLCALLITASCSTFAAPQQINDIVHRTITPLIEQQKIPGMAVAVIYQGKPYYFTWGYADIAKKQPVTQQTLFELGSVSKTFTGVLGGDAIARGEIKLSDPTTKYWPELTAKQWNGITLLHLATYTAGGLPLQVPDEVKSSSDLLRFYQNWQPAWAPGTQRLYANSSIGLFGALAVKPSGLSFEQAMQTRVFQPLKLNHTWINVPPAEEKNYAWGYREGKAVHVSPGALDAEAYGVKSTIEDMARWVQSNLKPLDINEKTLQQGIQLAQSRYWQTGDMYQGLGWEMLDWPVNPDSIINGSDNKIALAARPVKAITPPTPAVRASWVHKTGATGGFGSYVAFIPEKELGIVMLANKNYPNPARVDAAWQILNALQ
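AmpC (5.3 nM in the dispensed reagent) in 20 mM phosphate pH 7.0 with 0.01% (detergent screen) or 0.0001% Triton X-100 was preincubated with compounds for 15 min at room temperature. Nitrocefin was then added from an 800 uM solution, and hydrolysis was followed at 480 nm.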
HCMV antiviral = qHTS Assay for inhibitors of the human cytomegalovirus (HCMV) | activity change, negative = inhibition, % at 57.5 µM | HFF cells, HCMV-luciferase reporter, 72 h; active compounds read low | 410,000 compounds, 4.5% hits | AID 1259415, 2018; in the data active means activity change below about -60%; inconclusive means no clear call, values can overlap the other calls; inactive means above about -39%
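After 16 h attachment at 37C, HFF cells received test compound and HCMV-luciferase (1 PFU/cell); reporter luminescence read 72 h later, data normalized against buffer-only and known inhibitor Salinomycin.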
AmpC detergent = qHTS Inhibitors of AmpC Beta-Lactamase (assay with detergent) | AmpC hydrolysis of nitrocefin, absorbance 480 nm, 0.01% Triton | Potency, µM (titrated, usually from 114 µM), inactives show top-dose activity change, negative = inhibition, usual class: inhibitors | 370,000 compounds, 0.041% hits;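 further: potency means the concentration at half of the fitted maximal effect; 0% = no-compound wells and -100% = no-enzyme wells; nearly all actives have a fitted effect of over 25% in size; some results filed as inactive show a strong effect at the top dose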
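20 mM phosphate pH 7.0 + 0.01% (detergent screen) or 0.0001% Triton X-100; 5.3 nM AmpC reagent; cpd preinc 15 min RT; nitrocefin (800 uM stock) to start; A480 q20 s × 4 min; Activity was normalised to no-enzyme and no-compound control wells.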
The depositor's hits bear a star; ? = inconclusive; nt = not tested or not shown; [ ] = remark or other dose. Unless noted, the call rests on the fitted dose curve; in most records, active means well fitted curve in the direction sought with a large enough effect; inconclusive means small, poorly fitted or top-dose-only effect, or another doubt; inactive means no such curve, though single readings can be large; an effect the other way counts as inactive or inconclusive. Unless noted, on the % scale 0 is the no-effect control and ±100 the full control effect.

| compound | TbPYK inhibitor | AMA1 RON2 block | LmPK inhibitor | Sm TGR inh | AmpC no deterg | HCMV antiviral | AmpC detergent |
| --- | --- | --- | --- | --- | --- | --- | --- |
| CC(=O)Nc1ccccc1-c1nc2ccccc2n(CC(=O)c2ccc(C)c(C)c2)c1=O | 4% | nt | nt | -17% | nt | 4 | 14% |
| CN(C)S(=O)(=O)c1ccc(NC(=S)NC(=O)c2cccs2)cc1 | -2% | 93%[activator] | 7% | ? | -34% | -4 | 10% |
| Cc1c(C(=O)Nc2nccs2)oc2ccc(F)cc12 | -1% | 0% | nt | -3% | -10% | 18 | 6% |
| Cc1ccccc1NC(=O)N1CCCC1C(=O)NCc1ccccc1 (stereo not given) | 3% | 10% | -3% | -9% | -11% | -36 | -13% |
| CCOc1ccc(N(Cc2cc3ccc(C)cc3[nH]c2=O)S(C)(=O)=O)cc1 | 3% | -8% | 4% | -5% | 73%[activator] | 33 | 2% |
| CC(C)CN1C(=O)C(=O)N(CC(=O)c2ccc3c(c2)CCCC3)C1=O | 2% | 0%[11.6 µM] | nt | -10% | -16% | -10 | -13% |
| O=C(c1ccc2c(c1)N(Cc1ccc(F)cc1)CCS2)N1CCN(c2ccccc2)CC1 | 1% | nt | nt | 0% | nt | -34 | 11% |
| CN(CCNC(=O)Cn1c(=O)sc2ccccc21)Cc1ccccc1 | -2% | -1% | 14% | 0% | -4% | 9 | ? |
| OC[C@@H]1[C@@H](c2ccc(F)cc2)C(c2cccc(Cl)c2)=NN1c1ccccc1 | 1% | 102%[activator] | nt | nt | -28% | ? | nt |
| Cc1ccccc1NC(=O)CSc1cn[nH]n1 | 1% | 0% | 6% | 0% | -14% | -17 | -12% |
| Cc1ccc(CN(C(=O)COc2cccc([N+](=O)[O-])c2)c2ccccn2)cc1 | 8% | nt | nt | -1% | nt | -6 | 19% |
| O=C(Nc1cccc(-c2nc3cccnc3s2)c1)c1cccnc1Cl | 2% | 10% | 0% | 10% | 18% | 11 | 0% |
| CCOC(=O)c1c(C)[nH]c(C)c1S(=O)(=O)NCC(=O)N(C)c1ccc(C)c(C)c1 | 2% | nt | nt | -1% | nt | 42 | 2% |
| CCN1CCN(CCCNC(=O)C2CCCN(c3nnc(-n4cccc4)s3)C2)CC1 (stereo not given) | 15% | -2% | -1% | 9% | -1% | -19 | -1% |
| CCc1ccc(NC(=O)c2ccc3c(c2)C(=O)N(CCOC)C3Nc2ccc(CC)cc2)cc1 (stereo not given) | 2% | 7% | 0% | -2% | -21% | -90* | -17% |
| COCCNc1cc(NCCOC)c([N+](=O)[O-])cc1[N+](=O)[O-] | 2% | -3% | -3% | 2% | -18% | -31 | 0% |

11 structures out of the list, arranged by number of heavy atoms, largest number first:
| compound | TbPYK inhibitor | AMA1 RON2 block | LmPK inhibitor | Sm TGR inh | AmpC no deterg | HCMV antiviral | AmpC detergent |
| --- | --- | --- | --- | --- | --- | --- | --- |
| CCc1ccc(NC(=O)c2ccc3c(c2)C(=O)N(CCOC)C3Nc2ccc(CC)cc2)cc1 (stereo not given) | 2% | 7% | 0% | -2% | -21% | -90* | -17% |
| O=C(c1ccc2c(c1)N(Cc1ccc(F)cc1)CCS2)N1CCN(c2ccccc2)CC1 | 1% | nt | nt | 0% | nt | -34 | 11% |
| CCN1CCN(CCCNC(=O)C2CCCN(c3nnc(-n4cccc4)s3)C2)CC1 (stereo not given) | 15% | -2% | -1% | 9% | -1% | -19 | -1% |
| CCOC(=O)c1c(C)[nH]c(C)c1S(=O)(=O)NCC(=O)N(C)c1ccc(C)c(C)c1 | 2% | nt | nt | -1% | nt | 42 | 2% |
| Cc1ccc(CN(C(=O)COc2cccc([N+](=O)[O-])c2)c2ccccn2)cc1 | 8% | nt | nt | -1% | nt | -6 | 19% |
| CCOc1ccc(N(Cc2cc3ccc(C)cc3[nH]c2=O)S(C)(=O)=O)cc1 | 3% | -8% | 4% | -5% | 73%[activator] | 33 | 2% |
| CC(C)CN1C(=O)C(=O)N(CC(=O)c2ccc3c(c2)CCCC3)C1=O | 2% | 0%[11.6 µM] | nt | -10% | -16% | -10 | -13% |
| CN(C)S(=O)(=O)c1ccc(NC(=S)NC(=O)c2cccs2)cc1 | -2% | 93%[activator] | 7% | ? | -34% | -4 | 10% |
| COCCNc1cc(NCCOC)c([N+](=O)[O-])cc1[N+](=O)[O-] | 2% | -3% | -3% | 2% | -18% | -31 | 0% |
| Cc1c(C(=O)Nc2nccs2)oc2ccc(F)cc12 | -1% | 0% | nt | -3% | -10% | 18 | 6% |
| Cc1ccccc1NC(=O)CSc1cn[nH]n1 | 1% | 0% | 6% | 0% | -14% | -17 | -12% |

(next part)
| compound | TbPYK inhibitor | AMA1 RON2 block | LmPK inhibitor | Sm TGR inh | AmpC no deterg | HCMV antiviral | AmpC detergent |
| --- | --- | --- | --- | --- | --- | --- | --- |
| Nc1ncnc2nc(-c3ccccc3)[nH]c12 | 6% | 0% | nt | nt | nt | -5 | nt |
| O=C(Nc1ccc(Cl)cc1)c1ccc(-n2cncn2)c([N+](=O)[O-])c1 | 1% | -19% | 0% | -4% | -11% | -38 | -13% |
| O=C1C[C@@H]2CCN3C(=O)CCC[C@@H]([C@H]23)[C@H]1Cc1ccccc1 | -1% | -5% | nt | nt | -21% | -5 | nt |
| CC(=O)O/N=C/c1c(NCc2ccccc2)nc2c(C)cccn2c1=O | 2% | 10% | -1% | 0% | -13% | 38 | -1% |
| COc1ccc2[nH]c(C)c(CCNC(=S)Nc3ccc(F)cc3)c2c1 | 1% | 6% | 4%[11.5 µM] | 1% | -20% | ? | 0% |
| Cc1ccc(-n2c(SCC(=O)Nc3ccc(Cl)cc3)nc(O)cc2=O)cc1 | 0% | -6% | 6% | -11% | 7.1µM* | -17 | -5% |
| Cc1nc2ccccc2cc1C(=O)N/N=C/c1ccco1 | 3% | -1% | 2% | -3% | -16% | -17 | 7% |
| O=c1c2ccccc2nc2c3ccccc3c(NCc3cccnc3)nn12 | 1% | 21% | -19% | 4% | -3% | ? | 0% |
| CC(Nn1cnnc1)c1cc(Cl)ccc1O (stereo not given) | 3% | -3% | 1% | 1% | -19% | -27 | 4% |
| O=C(N/N=C\c1cccc(Cl)c1)c1ccc(Cn2cccn2)o1 | -12% | -18% | 5% | 3% | -7% | -35 | 1% |
| COC(=O)c1ccc2c(c1C(=O)OC)CN(S(=O)(=O)C(C)(C)C)[C@@H]2CCO | 0% | 14% | nt | nt | nt | 10 | nt |
| O=C(NCc1cccc(F)c1)C1CCC(=O)N(CCCN2CCOCC2)C1 (stereo not given) | 5% | -7% | -9% | 2% | -3% | 37 | 3% |
| Cc1nc(SCCC(=O)O)c2cc(-c3ccccc3)sc2n1 | 0% | -28% | 1% | -5% | -13% | -36 | 4% |
| CN1CCN(CCOCCOc2ccc(Br)cc2Cl)CC1 | -5% | ? | 0% | 5% | 3% | 15 | -3% |
| Cc1nc(N/N=C/c2ccc(Br)cc2)cc(N2CCOCC2)n1 | -3% | 0% | 0% | 0% | 11% | -2 | -12% |
| CCOC(=O)C1=CN(CC)S(=O)(=O)NC1c1cccc(OC)c1 (stereo not given) | -9% | 5% | nt | nt | -5% | -25 | nt |
| CCCC(=O)Nc1ccc(C(=O)NCc2ccccn2)cc1 | -8% | -7% | 0% | 10% | -19% | -30 | -10% |
| COc1cc(/C=N/N(C)C)ccc1OC(=O)c1cccs1 | 0% | ? | 5% | -4% | 32% | -22 | 2% |
| CC(C(=O)Nc1ccc(F)cc1Cl)N1CCN(S(=O)(=O)c2cccs2)CC1 (stereo not given) | -2% | 0% | nt | 1% | -11% | 20 | -8% |
| Fc1ccc(-c2noc(C3CCN(Cc4cccnc4)CC3)n2)cc1 | 1% | -19% | -2% | -10% | 26% | -24 | -5% |
| O=C(CS(=O)c1cccc(C(F)(F)F)c1)Nc1ccccc1Cl (stereo not given) | -12% | -12% | -3% | -23% | -24% | -6 | -3% |
| CCC(=O)OCCNc1nc(-c2ccccc2)nc2ccccc12 | 3% | 60%[activator] | 5% | -2% | 3% | -32 | 9% |
| Cc1cc(C2N=C(N)Nc3nc4ccccc4n32)c(C)n1-c1ccccc1Cl (stereo not given) | -7% | -6% | 15% | 1%[11.4 µM] | 50% | 25 | 6% |
| CCOC(=O)C(C(=O)OCC)C(Nc1ccc(Br)cc1)c1ccccc1 (stereo not given) | -7% | 2% | 0% | -16% | -6% | 5 | -1% |
| Cc1ccc(OCC(=O)NCCNC(=O)c2cccnc2)cc1C | 3% | 5% | 2% | 11% | -7% | ? | -1% |
| CCOC(=O)c1sc(NC(=O)c2ccc(S(=O)(=O)N3CCCCC3)cc2)nc1-c1ccccc1 | -17% | 0%[11.6 µM] | 0% | -6% | -40% | ? | -5% |
| CC(=O)c1cccc(NC(=O)CN(C)Cc2ccc(OC(F)F)cc2)c1 | 4% | 10% | -2% | -2% | 1% | ? | 5% |
| COc1ccc(N2CCN(Cc3nc(N)nc(Nc4ccc(C)c(Cl)c4)n3)CC2)cc1 | -2% | ? | 0% | -11% | 139%[activator] | 29 | 9% |
| Cc1ccccc1C(=O)Nc1ccnn1C1CCN(Cc2ccccn2)CC1 | -12% | 35%[activator] | -8% | 0% | -1% | 7 | ? |
| Cc1ccc(C(=O)N/C(=C\c2sccc2C)C(=O)NCc2ccncc2)cc1 | 5% | -4% | -5% | 0% | -23% | -15 | ? |
| CC(=O)Nc1ccc(S(=O)(=O)N2CCN=C2SCc2cccnc2)cc1 | 1% | -4% | -7% | 12% | 4% | ? | -6% |
| COc1ccc(S(=O)(=O)N2CCN(C)CC2)c2ccccc12 | -1% | 0% | 4% | 2% | ? | 29 | 7% |
| O=C(CN1CCCCC1)NNC(=O)c1cccc(Br)c1 | 4% | 92%[activator] | 5% | 8% | -37% | -1 | -3% |
| Cc1ccccc1NC(=O)c1c(C)[nH]c(=S)c(C#N)c1-c1ccco1 | -17% | 60%[activator] | 16% | -15% | -30% | ? | -8% |
| CN(C)c1ccc2c(c1)OC(N)=C(C#N)C2c1cccc(F)c1 (stereo not given) | -1% | -3% | 3% | -34% | -28% | nt | -5% |
| CN1CCc2nc(SCC(=O)Nc3ccc(F)cc3)c(C#N)cc2C1 | nt | nt | 4% | 28µM* | -12% | nt | 2% |
